Bioassay records as filed in PubChem.
TRHR ag = agonists of human TRH receptor. P34981. TRHR cells, calcium flux fluo-8, FDSS agonist mode. activation, % at 2 µM. 360,000 compounds, 0.18% hits; in the data active means activation above about 30%; further: 0% is about no effect
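Agonist-mode FDSS calcium read (Ex 480/Em 530, 1 s cycles) in 1536-well TRHR cells with fluo-8 dye, after 10-cycle baseline and 23 nL compound addition; TRH at EC20 (10 nM final) added afterwards for the enhancer phase.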
PI4K2A block = PI4K2A (human) kinase inhibition; purified PI4K2A, ADP-Glo luminescence, 1 h; hits give low values; activity change, negative = inhibition, % at 76.9 µM; 420,000 compounds, 0.13% hits; in the data active means activity change below about -50%; inconclusive means mostly about -30% to -49%;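 further: -100% = wells without enzyme as full effect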
Target sequence (Q9BTU6 whole entry, looked up): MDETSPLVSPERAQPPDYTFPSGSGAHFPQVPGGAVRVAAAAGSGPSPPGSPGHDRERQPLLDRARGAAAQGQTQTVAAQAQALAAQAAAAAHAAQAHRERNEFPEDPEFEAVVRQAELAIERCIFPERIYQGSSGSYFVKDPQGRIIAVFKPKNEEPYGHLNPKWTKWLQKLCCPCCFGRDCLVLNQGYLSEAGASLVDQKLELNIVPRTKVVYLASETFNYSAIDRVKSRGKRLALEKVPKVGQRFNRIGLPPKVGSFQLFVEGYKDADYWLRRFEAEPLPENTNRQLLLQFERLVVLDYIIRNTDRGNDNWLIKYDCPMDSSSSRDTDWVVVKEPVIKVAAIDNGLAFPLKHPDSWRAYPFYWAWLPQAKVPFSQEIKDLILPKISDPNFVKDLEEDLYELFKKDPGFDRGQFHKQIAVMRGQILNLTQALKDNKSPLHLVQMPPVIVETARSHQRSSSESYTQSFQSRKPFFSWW
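Compounds are screened against recombinant PI4K2A using PI as substrate and ATP, the latter dispensed at 300 microM. Reactions run one hour at ambient temperature before ADP-Glo detection; full inhibition defined by wells lacking enzyme.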
rTrxR1 inhibitor = rat TrxR1 inhibition | O89049 | recombinant rTrxR1, NADPH fluorescence consumption, selenite substrate | Potency, µM (titrated, usually from 114 µM), inactives show at the top dose activity change, negative = inhibition, usual class: inhibitors | 390,000 compounds, 1% hits | AID 588453; further: potency means the concentration at half of the fitted maximal effect; on the % scale 0 is the no-effect control and ±100 the full control effect; nearly all actives have a fitted effect of over 65% in size
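Rat TrxR1 (90 nM in the dispensed reagent) was pre-reduced with 400 uM NADPH for 5 min at room temperature, then incubated with compound for 15 min. After 400 uM selenite was added, NADPH fluorescence (Ex 340/Em 450 nm) was followed for 8 min.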
TrxR1 substrate = is turned over as a substrate by rat TrxR1. AID 588456. Potency, µM (doses to about 114 µM), for inactives: at the highest dose activity change, negative = substrate turnover. 390,000 compounds, 0.01% hits. purified TrxR1 substrate turnover, NADPH consumption readout. O89049; further: potency means the concentration at half of the fitted maximal effect; on the % scale 0 is the no-effect control and ±100 the full control effect; nearly all actives have a fitted effect of over 50% in size
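Rat TrxR1, dispensed at 90 nM, was prereduced with 400 uM NADPH (final) for 5 min at ~22 deg C, then incubated with compound 15 min before 400 uM selenite. A first-read NADPH fluorescence drop versus no-compound background flagged substrates.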
USP1-UAF1 inh = USP1/UAF1 (human) deubiquitinase inhibition. Potency, µM (doses to about 57.1 µM), inactives show at the highest dose activity change, negative = inhibition, usual class: inhibitors. AID 743255. recombinant USP1/UAF1, Ub-Rhodamine cleavage fluorescence. 390,000 compounds, 0.23% hits. O94782; further: potency means the concentration at half of the fitted maximal effect; on the % scale 0 is the no-effect control and ±100 the full control effect; nearly all actives have a fitted effect of over 60% in size; inactives centre near -12
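1 nM enzyme complex + cpd, 15 min RT; start with Ub-Rho 150nM final; kinetic fluorescence ex 480/em 540, 6 reads q60 s. Buffer 50mM HEPES pH 7.8, 0.5mM EDTA, 0.1 mg/ml BSA, 1mM TCEP, 0.01% Tween-20.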
D2 antag = antagonizes the human D2 dopamine receptor; P14416; HEK293 TREx D2 cells, calcium flux, dopamine EC80; inhibition, % at 10 µM; 340,000 compounds, 2% hits; AID 485344; in the data active means inhibition above about 30%; further: 0% is about no effect
Target sequence (P14416 whole entry, looked up): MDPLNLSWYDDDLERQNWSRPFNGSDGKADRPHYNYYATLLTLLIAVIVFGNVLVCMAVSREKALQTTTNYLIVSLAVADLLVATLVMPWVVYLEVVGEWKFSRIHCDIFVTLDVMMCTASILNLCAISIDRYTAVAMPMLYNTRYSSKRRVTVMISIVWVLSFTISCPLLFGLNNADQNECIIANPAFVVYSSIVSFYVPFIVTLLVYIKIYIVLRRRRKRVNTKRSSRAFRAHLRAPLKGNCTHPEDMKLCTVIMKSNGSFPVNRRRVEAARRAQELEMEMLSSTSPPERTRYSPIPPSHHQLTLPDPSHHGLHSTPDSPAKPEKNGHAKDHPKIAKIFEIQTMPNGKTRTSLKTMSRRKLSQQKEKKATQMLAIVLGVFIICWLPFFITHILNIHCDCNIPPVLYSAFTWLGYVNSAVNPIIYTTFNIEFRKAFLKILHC
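HEK293 T-REx D2 cells, tet-induced, calcium dye no-wash. Cpd pintool add, 180 s kinetic, then EC80 DA, 180 s kinetic. Ca flux read.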
TRHR PAM = allosteric enhancers of human TRH receptor | 360,000 compounds, 0.66% hits | TRHR cells, fluo-8 calcium fluorescence, EC20 TRH enhancement | P34981 | AID 493056 | enhancement, % at 2 µM; in the data active means enhancement above about 30%; further: 0% is about no effect
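TRHR-expressing cells loaded with fluo-8 calcium dye were read kinetically (ex 480/em 530) during compound addition, then stimulated with an EC20 of TRH (10 nM final). Enhancement of the Gq-mediated intracellular calcium response was scored.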
IDH1 R132H inh = blocks human mutant IDH1 R132H enzyme; O75874; IDH1-R132H enzyme, NADPH consumption, diaphorase/resazurin fluorescence; Potency, µM (doses to about 76.6 µM), inactives show at the top dose activity change, negative = inhibition, actives largely listed as inhibitors; 390,000 compounds, 0.093% hits; further: potency means the concentration at half of the fitted maximal effect; on the % scale 0 is the no-effect control and ±100 the full control effect; nearly all actives have a fitted effect of over 65% in size
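IDH1-R132H (0.5 ug/mL) preincubated 30 min with compound, then NADPH (0.016 mM) and alpha-KG (2 mM) added; 80 min at RT, pH 7.5. Remaining NADPH coupled via diaphorase/resazurin to fluorescence (540/590 nm); concentration-response curves normalized to no-enzyme control.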
D2 agonist = D2 dopamine receptor (human) agonism; HEK293 T-REx D2 cells, calcium flux agonist mode; 340,000 compounds, 0.53% hits; activation, % at 2 µM;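 active means activation over 3 SD above normal in the single-dose calcium agonist read, cut at about 30% in these data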; further: 0% is about no effect
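Agonism is scored from calcium flux in a force-coupled, inducible HEK293 cell line expressing D2, read kinetically for 180 s after compound addition against dopamine controls.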
Starred values were filed as active, the others as inactive; ? = inconclusive; · = no result given; & = joins results of further samples; [ ] = another dose, or the depositor's remark. Unless noted, the call rests on the fitted dose curve; in most records, active means well fitted inhibition curve with a large enough effect; inconclusive means small, poorly fitted or top-dose-only effect; inactive means no such curve, though single readings can be large or run the other way.

SMILES	TRHR ag	PI4K2A block	rTrxR1 inhibitor	TrxR1 substrate	USP1-UAF1 inh	D2 antag	TRHR PAM	IDH1 R132H inh	D2 agonist
Cc1cc(C)n(C(=O)CNC(=O)c2cccc(Cl)c2)n1	0.8	3	19%	3%	-7%	14	-2	0%	-0.7
CCN(CC)C(=O)CC(c1ccc2c(c1)OCO2)c1c(OC)cc(OC)c2ccc(=O)oc12 (stereo unspecified)	-0.4	0	2%&5%	4%&-1%	?	9	-1	0%	0.0
COc1ccc(Cl)cc1C(=O)Nc1nc2ccc(S(C)(=O)=O)cc2s1	0.3	·	·	·	·	-7	1	·	0.5
CCOC(=O)Cn1c(=O)oc2cc(S(=O)(=O)Nc3ccc(N(CC)CC)cc3C)ccc21	0.0	-6	13%[57.1 µM]	-6%[57.1 µM]	-13%	-19	-4	3%	0.3
CCCC(=O)OC1CC(C)N(C(=O)c2ccccc2)c2ccc(C)cc21 (stereo unspecified)	-0.4	8	4%	?	-24%	1	-2	10%	-0.5
O=C(NCCc1ccc(Cl)cc1)c1nnc(Cc2ccc(Cl)cc2Cl)o1	-0.1	4	11%	1%	-23%	·	4	-3%	-0.3
Cc1c(C(=O)Nc2ccccc2Br)oc2ccc(S(=O)(=O)N3CCOCC3)cc12	0.1	0	21%[57.1 µM]	10%[57.1 µM]	?	·	4	4%	-0.2
CC(C)OC(=O)c1ccc(N2C(=O)C3CC=CCC3C2=O)cc1 (stereo unspecified)	-1.0	-7	-7%	-5%	-9%	1	-3	6%	0.5
CCN(CC(=O)Nc1ccc(NC(C)=O)cc1)C(=O)CN1C(=O)NC2(CCCC2)C1=O	0.2	-5	10%	-1%	-20%	2	5	-3%	-0.7
CCC1Sc2ccccc2N(CC(=O)NC2CCCC2)C1=O (stereo unspecified)	-0.4	-1	17%	10%	?	-2	-5	7%	-1.0
CCCN(CCC)C(=O)C1CC(=O)OC12CCCCC2 (stereo unspecified)	-0.1	-1	-2%[57.1 µM]	-5%[57.1 µM]	-13%	-2	-8	-11%	0.2
Cc1cc(C)cc(C(=O)NCCC(=O)NCc2cc(=O)n(C)c(=O)n2C)c1	0.7	-7	20%	6%	-20%	·	4	6%	·
CCNc1nc(Oc2ccc(C(=O)OC)cc2)nc(N2CCOCC2)n1	-0.1	0	10%	3%	-20%	-4	1	0%	-0.4
Cc1cc(C)nc(NS(=O)(=O)c2ccc(NC(=O)c3ccc4c(c3)OCO4)cc2)n1	-0.4	-9	12%	-6%	-8%	-5	2	5%	-0.6
Cc1ccc(S(=O)(=O)c2cn(C)c3cc(N4CCN(c5ccccc5)CC4)c(F)cc3c2=O)cc1	-0.2	-2	13%	2%	-13%	·	6	-10%	1.0

Individual results from above:
D2 agonist with CCC1Sc2ccccc2N(CC(=O)NC2CCCC2)C1=O (stereo unspecified) is entered as -1.0
TRHR ag with CCN(CC)C(=O)CC(c1ccc2c(c1)OCO2)c1c(OC)cc(OC)c2ccc(=O)oc12 (stereo unspecified) is entered as -0.4
rTrxR1 inhibitor with Cc1cc(C)cc(C(=O)NCCC(=O)NCc2cc(=O)n(C)c(=O)n2C)c1 is entered as 20%
IDH1 R132H inh with CC(C)OC(=O)c1ccc(N2C(=O)C3CC=CCC3C2=O)cc1 (stereo unspecified) is entered as 6%
TRHR ag with Cc1ccc(S(=O)(=O)c2cn(C)c3cc(N4CCN(c5ccccc5)CC4)c(F)cc3c2=O)cc1 is entered as -0.2
rTrxR1 inhibitor with Cc1cc(C)nc(NS(=O)(=O)c2ccc(NC(=O)c3ccc4c(c3)OCO4)cc2)n1 is entered as 12%
IDH1 R132H inh with CCNc1nc(Oc2ccc(C(=O)OC)cc2)nc(N2CCOCC2)n1 is entered as 0%

Further structures
SMILES	TRHR ag	PI4K2A block	rTrxR1 inhibitor	TrxR1 substrate	USP1-UAF1 inh	D2 antag	TRHR PAM	IDH1 R132H inh	D2 agonist
CCO[C@H]1OC(C(=O)NCc2ccccc2)=C[C@@H](c2coc3ccccc3c2=O)[C@@H]1CCCO	-0.1	-3	22%[57.1 µM]	10%[57.1 µM]	-20%	3	3	25%	-0.1
CCCNC(=O)c1ccc(N2CCC3(CC2)CC(c2ccccc2)=NO3)c(NC(=O)c2ccc(Br)cc2)c1	0.5	5	21%	7%	-17%	-21	4	2%	1.3
N#Cc1cc(-c2ccccc2)c[nH]c1=O	-1.2	-1	37%[activator][57.1 µM]	133%[activator][57.1 µM]	3%	-2	3	4%	-1.4
COc1ccc(-c2cc(-c3ccc(OC)cc3)nc(-c3ccc4c(c3)NC(=O)CO4)c2)cc1	-0.3	-1	0%[57.1 µM]	1%[57.1 µM]	-15%	7	-3	0%	0.3
COc1ccc(OC)c2[nH]c(C(=O)N/N=C/c3ccccc3O)cc12	-0.1	-1	8%[57.1 µM]	-1%[57.1 µM]	?	-8	-5	-3%	0.2
O=C1c2ccc([N+](=O)[O-])cc2C(=O)N1CNc1ccccn1	0.7	2	21%[11.4 µM]	4%[11.4 µM]	-6%	11	3	5%	-0.4
CCOC(=O)c1cc(C(C)(C)C)nc(SC)c1C#N	-0.2	4	23%	-4%	-16%	-17	6	12%	-0.7
CCOC(=O)CSc1nc(N)c(C#N)c(CC(C)C)c1C#N	-0.3	-5	-9%	-5%	-10%	3	2	8%	-1.0
Cc1ccc(C(=O)N/N=C\c2ccc(OC(=O)c3cccs3)cc2)cn1	-0.3	-6	3%	-3%	-12%	11	-1	22%	-0.9
CCCN(Cc1ccccc1)C(=S)Nc1ccc(F)cc1	0.2	-12	3%	-4%	-11%	11	-2	-4%	-0.7
CCOc1ccc(NC(=O)Cn2ccn(-c3ccc(F)c(F)c3)c(=O)c2=O)cc1	0.6	7	13%	-5%	8%	·	-5	8%	0.1
O=c1[nH]c2cc(Cl)cc(Cl)c2[nH]c1=O	-0.1	-1	8%[57.1 µM]	20%[57.1 µM]	-7%	13	0	5%	-0.3
CC(C)c1ccc(C(=O)Nc2ccc(N3CCOCC3)cc2)cc1	-0.9	1	11%	1%	-13%	2	16	3%	-0.3
Cc1ccc(-n2c(C)cc(C)c(C#N)c2=O)cc1	-0.4	0	13%	5%	-2%	10	-8	5%	-1.5
O=C(CCc1nc2ccccc2c(=O)[nH]1)Nc1ccc(F)c([N+](=O)[O-])c1	0.5	-2	17%[57.1 µM]	7%	-21%	-7	-7	3%	3.1

Random excerpt: 5 compounds from above, in no set order.
SMILES	TRHR ag	PI4K2A block	rTrxR1 inhibitor	TrxR1 substrate	USP1-UAF1 inh	D2 antag	TRHR PAM	IDH1 R132H inh	D2 agonist
CCCN(CCC)C(=O)C1CC(=O)OC12CCCCC2 (stereo unspecified)	-0.1	-1	-2%[57.1 µM]	-5%[57.1 µM]	-13%	-2	-8	-11%	0.2
N#Cc1cc(-c2ccccc2)c[nH]c1=O	-1.2	-1	37%[activator][57.1 µM]	133%[activator][57.1 µM]	3%	-2	3	4%	-1.4
CCOc1ccc(NC(=O)Cn2ccn(-c3ccc(F)c(F)c3)c(=O)c2=O)cc1	0.6	7	13%	-5%	8%	·	-5	8%	0.1
CCCC(=O)OC1CC(C)N(C(=O)c2ccccc2)c2ccc(C)cc21 (stereo unspecified)	-0.4	8	4%	?	-24%	1	-2	10%	-0.5
CCOC(=O)c1cc(C(C)(C)C)nc(SC)c1C#N	-0.2	4	23%	-4%	-16%	-17	6	12%	-0.7

(listing goes on)
SMILES	TRHR ag	PI4K2A block	rTrxR1 inhibitor	TrxR1 substrate	USP1-UAF1 inh	D2 antag	TRHR PAM	IDH1 R132H inh	D2 agonist
O=C(O)c1ccc(/C=N/N2CCN(c3ccccc3)CC2)cc1	0.0	-3	25%	1%	-4%	-5	8	-6%	-0.5
CCOC(=O)c1c(NC(=O)CN2CCN(C(=O)c3ccco3)CC2)sc(C(N)=O)c1C	0.0	0	7%[57.1 µM]	4%[57.1 µM]	-17%	-7	-12	18%	3.7
CC(C)COc1nc2c(c(=O)n(C)c(=O)n2C)n1C	-0.2	-7	12%	-3%	-12%	-18	8	2%	-0.5
CCc1c(C)nc2nncn2c1NCc1ccccc1	0.8	0	20%	6%	-15%	·	5	-5%	1.7
CCNC(=O)C1CCCN1S(=O)(=O)c1ccc2ccccc2c1 (stereo unspecified)	-0.7	-3	-11%	-1%	-9%	-7	-1	11%	-0.1
CCC(C)c1ccc(NC(=O)COC(=O)C2CCCC2)cc1 (stereo unspecified)	·	5	8%	-9%	-17%	·	·	-1%	·
CCOC(=O)C1CCN(C(=O)CN(c2cccc(C(F)(F)F)c2)S(C)(=O)=O)CC1	-0.4	-2	12%	-2%	4%	-1	-3	0%	-0.5
Cc1ccc(NC(=O)CSc2nnc(NC(=O)C3CC3)s2)cc1C	0.1	0	14%[57.1 µM]	-4%[57.1 µM]	1%	-6	-3	-4%	1.5
CC(C)(C)c1ccc(OCC(=O)NCC(c2cccs2)N2CCOCC2)cc1 (stereo unspecified)	-0.2	-2	5%[57.1 µM]	2%[57.1 µM]	-22%	10	-1	10%	-0.1
COc1ccc(N2C(=O)N(Cc3ccc(C)cc3)c3ccccc3S2(=O)=O)cc1	0.5	-26	18%[57.1 µM]	-4%[57.1 µM]	-9%	-27	7	2%	1.1
NC(=O)C1(N2CCCCC2)CCN(Cc2ccc(F)cc2)CC1	0.2	-1	15%	11%	-12%	10	-1	11%	0.4
CS(=O)(=O)c1ccc(C(=O)Nc2ccc(N3CCCCC3)cc2)c(Cl)c1	0.0	1	-1%[57.1 µM]	3%[57.1 µM]	-3%	-7	3	-2%	2.4
Cc1ccc(O)c(NC(=O)c2cc(C)no2)c1	-0.8	0	0%	2%	-21%	-26	-1	-7%	-1.9
CCOc1ccc(C(=O)Nc2nc(C)c(C(=O)OC)s2)cc1	-0.2	-8	18%	6%	-20%	13	2	0%	0.8
Cc1ccc(CNC(=O)Nc2cccc(C)c2)cc1	-0.5	-1	25%	4%	-16%	-10	-1	0%	-1.0
O=C(OCCCN1CCOCC1)c1ccc(O)c(O)c1	0.6	6	-14%	-9%	2%	7	-3	2%	1.1
